KCNH2 3.1 block = blocks the human KCNH2 3.1 channel isoform; U2OS KCNH2 3.1, thallium flux FluxOr; hits give low values; AID 720553; activity change, % (tested at about 1.8 µM); 340,000 tested, 0.95% active;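 active means maximum activity change below -70%; inconclusive means maximum activity change from -70% to -50%; inactive means maximum activity change above -50%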;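 further: thallium influx rate constant from kinetic fluorescence after stimulation buffer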
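We transduce U2OS cells with the mutant 3.1 virus, culture them overnight, load FluxOr with Red40 quencher for 45 min, then add stimulation buffer and read kinetically for 2 min to derive a normalized rate constant.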
ELG1 DNA repair = ELG1-dependent DNA repair inhibition; HEK293T ELG1-luciferase reporter, luminescence, 16 h; DNA damage induced by 5-fluorouridine; Potency, µM (highest dose often 46.1 µM), without a hit: at the highest dose activity change, negative = inhibition, usual class: inhibitors; 330,000 tested, 2.3% active; AID 504467; active means well fitted inhibition curve with a large enough effect; inconclusive means small, poorly fitted or top-dose-only effect, or effect the other way; further: potency means the concentration at half of the fitted maximal effect; nearly all actives have a fitted effect of over 55% in size
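DMSO vehicle served as the neutral condition. Each well held 2,000 cells given 5-fluorouridine plus compound; after 16 hr at 37 °C/5% CO2, ONE-Glo was added and luciferase measured 30 min later.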
Numbers without * were called inactive; ? = inconclusive. On the % scale 0 is the no-effect control and ±100 the full control effect. Only part of the results is shown, so the mix of outcomes need not match the whole.

SMILES | KCNH2 3.1 block | ELG1 DNA repair
O=C(CN1C(=O)NC2(CCCCCC2)C1=O)NCc1ccccc1 | 10 | 27%
COc1cccc2cc(C(=O)OCC(=O)NC3CCCC(C)C3C)c(=O)oc12 (configuration not stated) | -5 | ?
CC1CCCCC1NC(=O)Cn1cnc2c1c(=O)n(C)c(=O)n2C (configuration not stated) | 4 | 9%
COc1cccc(OC)c1OCC(=O)Nc1ccc(S(=O)(=O)N2CCCC2)cc1 | -8 | ?
O=C(OCC(=O)N1CCc2ccccc21)c1ccc(Br)o1 | -4 | 26%
CSc1ccccc1C(=O)OCC(=O)NCCN1C(=O)CSC1=O | 8 | 20%
C=CCn1c(SCC(=O)NC(=O)Cc2ccccc2)nnc1-c1ccccc1F | -13 | 0%
CC[C@@]1(C(=O)OC)N[C@H](CN(C)S(=O)(=O)c2ccc(F)cc2)[C@@H]2C(=O)N(C)C(=O)[C@@H]21 | -2 | 3%
CC(C)=CCOc1c2ccoc2c(OCC=C(C)C)c2oc(=O)ccc12 | 2 | 23µM*
CN1CCC(N(C)C(=O)c2ccc(Cl)c(S(=O)(=O)N(C)c3ccc(Cl)cc3)c2)CC1 | 2 | -16%
O=C(NNC(=O)c1ccc(Cl)nc1)c1ccc(Br)cc1 | -18 | 19%
O=C1c2ccccc2/C(=C\c2ccc(Br)s2)N1c1ccccc1 | 9 | ?
C[C@H](CO)N1C[C@H](C)[C@@H](CN(C)S(=O)(=O)c2ccc(F)cc2)Oc2c(NC(=O)Nc3ccc(C(F)(F)F)cc3)cccc2C1=O | 18 | ?
O=C(CN1C(=O)C(=O)N(C2CCCC2)C1=O)NCCc1ccc(F)cc1 | -13 | 9%
CC(C)C[C@@H](CN1C(N)=NC[C@@H]1C)NC(=O)CC12CC3CC(CC(C3)C1)C2 | -12 | ?
C[C@@H]1CN([C@@H](C)CO)C(=O)c2cccc(NC(=O)C3CCCCC3)c2O[C@@H]1CN(C)Cc1ccc(Cl)c(Cl)c1 | -18 | ?
CN(C(=O)COC(=O)c1ccc(Cl)c(S(=O)(=O)N2CCCCCC2)c1)C1CCS(=O)(=O)C1 (configuration not stated) | 8 | ?
COc1ccccc1NS(=O)(=O)c1ccc(C(=O)NCC(c2cccs2)N2CCOCC2)cc1 (configuration not stated) | 12 | -24%
CCN(C[C@H]1N[C@@](CC)(C(=O)OC)[C@H]2C(=O)N(C)C(=O)[C@@H]12)S(=O)(=O)c1ccc(F)cc1 | -2 | 5%
O=C(NNC(=O)C1CC1)c1ccc(F)cc1F | -10 | 15%

Compounds shown so far containing a thiophene ring, fused or not:
SMILES | KCNH2 3.1 block | ELG1 DNA repair
O=C1c2ccccc2/C(=C\c2ccc(Br)s2)N1c1ccccc1 | 9 | ?
COc1ccccc1NS(=O)(=O)c1ccc(C(=O)NCC(c2cccs2)N2CCOCC2)cc1 (configuration not stated) | 12 | -24%

Other records.
SMILES | KCNH2 3.1 block | ELG1 DNA repair
CCN1CCN(C(=S)NC(=O)c2cccc(Br)c2)CC1 | -30 | -17%
COc1ccc([C@H]2C(C(=O)O)=C[C@@H](C(C)(C)C)N2S(=O)(=O)c2ccc(C)cc2)cc1OC | -18 | 5%
CC(C)(C)[C@@H]1C=C(C(=O)O)[C@H](c2ccc(Cl)cc2)N1S(=O)(=O)c1ccccc1 | -33 | 5%
COc1ccccc1N1CCN(C(=O)c2cc(S(=O)(=O)N3CCCCC3)ccc2C)CC1 | 1 | ?
COc1ccc(S(=O)(=O)N(C)C[C@H]2Oc3c(NC(=O)NC(C)C)cccc3C(=O)N([C@H](C)CO)C[C@@H]2C)cc1 | -6 | -5%
C[C@H](CO)N1C[C@H](C)[C@@H](CN(C)C(=O)NC2CCCCC2)Oc2c(NS(=O)(=O)c3ccccc3)cccc2C1=O | 15 | 14%
COc1cccc(C(=O)O[C@H]2[C@H](Cc3ccccc3)NS(=O)(=O)[C@H]3C[C@@H]4C=C[C@]23O4)c1 | 4 | ?
COc1ccc(-n2nnnc2SCC(=O)Nc2c(C)n[nH]c2C)cc1 | 10 | -13%
O=C(CC1C[C@H](C(=O)N2CCCCC2)[C@@]2(CCc3ccccc3)c3[nH]c4ccccc4c3CCN2C1=O)NCCC1=CCCCC1 (some centres not stated) | 3 | 0%
O=C(COC(=O)c1ccc2ccccc2n1)Nc1ccccc1Br | -4 | ?
CC(=O)Nc1ccc(NC(=O)COC(=O)COc2ccc3ccccc3c2)cc1 | 11 | 19%
CCOC(=O)C1=CNS(=O)(=O)NC1c1ccc(C[C@H](NC(=O)CNC(=O)CCc2ccccc2)C(N)=O)cc1 (some centres not stated) | -10 | 22%
CC(C)=CCC/C(C)=C/CNC(=O)C[C@H]1C[C@H](C(=O)N2CCCCC2)[C@@]2(CCc3ccccc3)c3[nH]c4cc(-c5ccco5)ccc4c3CCN2C1=O | 21 | 9%
CCN(CC)c1ccc(S(=O)(=O)N2CCOCC2)cc1NC(=O)Nc1ccccc1 | -3 | ?
COc1ccc(S(=O)(=O)N(C)C[C@H]2Oc3ccc(NC(=O)Cc4ccccc4)cc3C(=O)N([C@H](C)CO)C[C@@H]2C)cc1 | 1 | ?
COC(=O)c1ccc(C(=O)OC)c(NC(=O)CSc2n[nH]c(N)n2)c1 | -1 | 8%
COC(=O)[C@]1(Cc2ccccc2)N[C@H](CN(C)S(=O)(=O)c2ccc(F)cc2)[C@@H]2C(=O)N(Cc3ccccc3)C(=O)[C@@H]21 | -7 | -21%
Cc1noc(C)c1NC(=O)Nc1ccc2c(c1)CC(=O)N([C@@H](C)CO)C[C@@H](C)[C@@H](CN(C)C(=O)Nc1cccc3ccccc13)O2 | -2 | -28%
CC[C@]12c3[nH]c4ccccc4c3CCN1C(=O)C(CC(=O)NCc1ccc(OC)c(OC)c1)C[C@@H]2C(=O)N1CCN(C(=O)C2CC2)CC1 (some centres not stated) | 0 | 0%
CC(C)CC(=O)OC(C)(C)[C@@H]1Cc2c(ccc3ccc(=O)oc23)O1 | 2 | ?
Cc1ccc(CN2C(=O)C(CC(C)C)Nc3ncnc(N4CCN(c5ccccc5)CC4)c32)cc1 (configuration not stated) | -49 | 0%
CC[C@]12c3[nH]c4ccccc4c3CCN1C(=O)C(CC(=O)NCc1cccc(C(F)(F)F)c1)C[C@@H]2C(=O)N1CCN(C(=O)c2ccco2)CC1 (some centres not stated) | -16 | ?
C#CCOCCOCCOCCNc1nc(N2CCN(C(=O)C([C@@H](C)O)n3cc([C@@H](N)CCCCN)nn3)CC2)nc(N2CCN(C(=O)[C@H](CO)n3cc([C@@H](N)C(C)C)nn3)CC2)n1 (some centres not stated) | 7 | 25%
O=C1[C@H](Oc2ccccc2)[C@@H](c2ccncc2)N1c1ccncc1 | -3 | 26%
COc1ccccc1NC(=O)c1ccc(NC(=O)CN2CCCCC2)cc1 | -25 | 12%
C[C@H]1CN([C@@H](C)CO)C(=O)Cc2cc(NC(=O)Cn3cnnn3)ccc2O[C@H]1CN(C)Cc1ccncc1 | -1 | 23%
CC(OC(=O)C1CC1)C(=O)Nc1cccc(S(=O)(=O)N2CCOCC2)c1 (configuration not stated) | -134* | 10%
COc1ccc(NCC(=O)Nc2cccc(C(F)(F)F)c2)cc1S(=O)(=O)N1CCOCC1 | 8 | ?
CCN(C(=O)COC(=O)CCC(=O)c1cccs1)c1ccccc1 | 12 | ?
O=C(CNC(=O)c1ccco1)OCc1ccccc1Cl | -20 | 5%
CCN(C(=S)NC(=O)c1ccco1)c1cccc2ccccc12 | -27 | 19%
Cc1ccc(C)c(N2CCN(C(=O)CCc3nc(-c4cccc(Br)c4)no3)CC2)c1 | -6 | 8%
Cc1c(NC(=O)COC(=O)c2cccn2C)c(=O)n(-c2ccccc2)n1C | 13 | -2%
O=C(CSc1ccccc1F)Nc1ccc2c(c1)OCO2 | -4 | ?
CC1CN(S(=O)(=O)c2cccc(C(=O)N3CCC(C(N)=O)CC3)c2)CC(C)O1 (configuration not stated) | -8 | 11%
C[C@H]1CN([C@@H](C)CO)C(=O)c2cc(NC(=O)C3CCCCC3)ccc2O[C@H]1CN(C)C(=O)Nc1ccc2c(c1)OCO2 | 0 | 1.3µM*
CC(C)N(Cc1ccccc1)C(=O)COC(=O)c1ccc(S(=O)(=O)N2CCOCC2)cc1 | -13 | ?
O=C1CCC/C=C\C[C@@H](CC(=O)N(CCO)Cc2ccccc2)C(=O)N2CCC[C@H]2CO1 | -20 | ?
Cc1cc(NC(=O)COC(=O)CNS(=O)(=O)c2c(F)cc(F)cc2Br)no1 | 10 | ?
COc1ccc(CCNC(=O)COC(=O)c2ccccn2)cc1 | -9 | 14%

Gathered by group: the entries above containing a Cl atom (6)
SMILES | KCNH2 3.1 block | ELG1 DNA repair
CN1CCC(N(C)C(=O)c2ccc(Cl)c(S(=O)(=O)N(C)c3ccc(Cl)cc3)c2)CC1 | 2 | -16%
O=C(NNC(=O)c1ccc(Cl)nc1)c1ccc(Br)cc1 | -18 | 19%
C[C@@H]1CN([C@@H](C)CO)C(=O)c2cccc(NC(=O)C3CCCCC3)c2O[C@@H]1CN(C)Cc1ccc(Cl)c(Cl)c1 | -18 | ?
CN(C(=O)COC(=O)c1ccc(Cl)c(S(=O)(=O)N2CCCCCC2)c1)C1CCS(=O)(=O)C1 (configuration not stated) | 8 | ?
CC(C)(C)[C@@H]1C=C(C(=O)O)[C@H](c2ccc(Cl)cc2)N1S(=O)(=O)c1ccccc1 | -33 | 5%
O=C(CNC(=O)c1ccco1)OCc1ccccc1Cl | -20 | 5%

Carrying on:
SMILES | KCNH2 3.1 block | ELG1 DNA repair
CC1(NC(=O)CC(c2ccccc2)(c2ccccc2)c2ccccc2)CCN(Cc2ccc(-c3ccccc3)cc2)C1=O (configuration not stated) | -9 | 0%
CC(=O)c1c(C)[nH]c(C(=O)OCC(=O)Nc2ccc3c(c2)OCCO3)c1C | -2 | 15µM*
O=S(=O)(Nc1cccc(S(=O)(=O)N2CCCCCC2)c1)c1ccc(F)cc1F | 7 | -21%
CC(C)(C)[C@H]1COC(=O)CCCC/C=C\C[C@H](CC(=O)N(CCO)Cc2ccccc2)C(=O)N1 | -3 | -14%
COc1ccc(N(C)S(=O)(=O)c2cccc(C(=O)OCC(=O)c3c(N)n(C)c(=O)n(C)c3=O)c2)cc1 | 0 | 18µM*
CCOc1ncccc1C(=O)Nc1cc2c(cc1Br)OCCO2 | 0 | -30%
CN(C)C(=O)CCc1ccc2c3c([nH]c2c1)[C@]1(C)[C@@H](C(=O)N2CCOCC2)C[C@H](CC(=O)NCc2ccco2)C(=O)N1CC3 | 1 | -2%
O=C(CCN=C1NS(=O)(=O)c2ccccc21)OCc1nnc(-c2ccc([N+](=O)[O-])cc2)o1 | 22 | 1%
O=C(CCNC(=O)c1ccco1)Nc1nc(-c2ccccc2)cs1 | 1 | ?
CCN(C(=O)COC(=O)CNC(=O)c1ccc(Cl)cc1Cl)c1c(N)n(Cc2ccccc2)c(=O)[nH]c1=O | -9 | 3%
CCN(C[C@H]1N[C@@](CC)(C(=O)OC)[C@H]2C(=O)N(C)C(=O)[C@@H]12)C(=O)NC(C)C | 17 | 22%
CC1CCN(C(=O)c2ccc(S(=O)(=O)N3CCCCCC3)cc2)CC1 | -2 | -5%
COc1ccccc1CN(C)C(=O)c1ccc(S(=O)(=O)Nc2c(C)n(C)n(-c3ccccc3)c2=O)cc1 | -4 | ?
CCOC(=O)C1CCCN(C(=O)c2ccc3ncsc3c2)C1 (configuration not stated) | 22 | -7%
NC(=O)c1ccc(OCC(=O)N2CCNC2=O)cc1 | 1 | 19%
C[C@@H]1CN([C@@H](C)CO)C(=O)c2cccc(NC(=O)C3CCCCC3)c2O[C@@H]1CN(C)C(=O)NC1CCCCC1 | 14 | ?
Cc1cccc(NS(=O)(=O)c2ccc3[nH]c(=O)oc3c2)c1C | 9 | -10%
O=C(CSc1ncnc2sccc12)N1CCCCC1 | 23 | ?
C[C@@H]1CN([C@@H](C)CO)C(=O)c2cc(NC(=O)CCN3CCOCC3)ccc2O[C@@H]1CN(C)C(=O)Nc1ccccc1 | 6 | 14%
Cc1ccc(NS(=O)(=O)c2ccc(C(=O)Nc3nncs3)cc2)cc1 | 4 | -18%
COc1ccc(C(=O)NCC(=O)N2CCN(C(=O)c3ccco3)CC2)cc1[N+](=O)[O-] | 16 | ?
CCC(CO)Oc1cc(NC(=O)c2ccccc2C)c2ncn(C(C)C)c2c1 (configuration not stated) | -10 | -16%
O=C(CSc1ccccc1F)NNC(=O)c1cncc(Br)c1 | 6 | ?

Source: PubChem BioAssay (National Center for Advancing Translational Sciences (NCATS))
